Screens: PubChem BioAssay, National Center for Advancing Translational Sciences (NCATS)
uPA generation: blocks generation of uPA at the cell surface; cell surface uPA generation assay, qHTS; AID 540303; actives 0.31% (n = 330,000); Potency, µM (series often up to 38.3 µM), inactives show top-dose activity change, negative = inhibition, usual class: inhibitors; active means well fitted inhibition curve with a large enough effect; inconclusive means small, poorly fitted or top-dose-only effect; inactive means no such curve, though single readings can be large or run the other way; tested in mouse RAW 264.7 cells; further: on the % scale 0 is the no-effect control and ±100 the full control effect; nearly all actives have a fitted effect of over 55% in size
ELG1 genotoxic: inducers of genotoxicity in HEK293T ELG1-luciferase cells. HEK293T ELG1-luciferase reporter, luminescence, 16 h. Potency, µM (doses to about 46 µM), for the others: top-dose activity change, positive = activation, usual class: activators. actives 1.3% (n = 330,000). AID 504466; further: % of control where 0% means no effect; nearly all actives have a fitted effect of over 60% in size
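Screening used a luciferase reporter fused to human ELG1 in HEK293T cells. Luminescence was read on a CCD plate imager after 16 hr exposure and 30 min ONE-Glo incubation.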
RORg inh: blocks mouse ROR gamma transcriptional activity | Drosophila S2 Gal4-RORgamma UAS-luciferase reporter, 20 h | Potency, µM (titrated, usually from 53.6 µM), for the others: at the top dose activity change, negative = inhibition, hits mostly inhibitors | actives 5.4% (n = 310,000) | AID 2551; further: on the % scale 0 is the no-effect control and ±100 the full control effect; nearly all actives have a fitted effect of over 60% in size
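Drosophila Schneider cells stably carrying a metallothionein-driven Gal4 DBD–ROR gamma fusion and a UAS-Photinus luciferase reporter were exposed to compound for 1 hr, then induced with copper sulfate (700 uM final) for 20 hr at ambient temperature before luminescence reading.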
Rab9 promoter act: activators of Rab9 promoter. Huh7 Rab9 promoter-luciferase reporter, luminescence, 24 h. Potency, µM (series often up to 9.22 µM), without a hit: top-dose activation, negative = inhibition, actives largely listed as activators. actives 2.8% (n = 320,000); further: % of control where 0% means no effect; nearly all actives have a fitted effect of over 60% in size
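Steps: seed 1500 Huh7 Rab9-luc cells per well, rest 2 h at 37 °C; add compound in DMSO; incubate 24 h; add luciferase reagent, 10 min ambient; read luminescence.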
Gal4-VP16 FLuc: Gal4-VP16 reporter inhibition counter-screen | Drosophila S2 Gal4-VP16 UAS-luciferase, luminescence, 20 h | Potency, µM (highest dose often 53.6 µM), inactives show at the highest dose activity, negative = inhibition, usual class: inhibitors | actives 3.5% (n = 310,000) | AID 2546;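 further: Gal4-VP16 expression switched on by copper sulfate through the metallothionein promoter; on the % scale 0 is the no-effect control and ±100 the full control effect; nearly all actives have a fitted effect of over 50% in size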
p53 reactivator: mutant p53 re-activation in reporter cells. H1299 p53-A138V BP100-luciferase reporter, luminescence, 24 h. actives 0.063% (n = 320,000). Potency, µM (titrated, usually from 92.2 µM), for the others: at the highest dose activity change, positive = activation, usual class: activators; further: % of control where 0% means no effect; nearly all actives have a fitted effect of over 45% in size
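H1299 (p53-null), stable ts p53-A138V + BP100-Luc; 1000 cells/well, Opti-MEM/10% FBS; cpd 4 pt, 1:5; 24 h, 37 deg C, 5% CO2; detection reagent 10 min RT; luminescence.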
CXXC DNA block: blocks binding of human MLL CXXC domain to DNA; MLL-CXXC / FITC-HOXA9 DNA fluorescence polarization; Q03164; actives 0.037% (n = 290,000); AID 2662; Potency, µM (titrated, usually from 115 µM), without a hit: at the top dose activity change, negative = inhibition, most hits filed as inhibitors; active means well fitted inhibition curve with a large enough effect in the polarisation, with a control signal flat, not every such curve was filed as active; inconclusive means small, poorly fitted or top-dose-only effect, or effect the other way, or a change in a side signal; inactive means no such curve, though single readings can be large or run the other way; the % refers to the polarisation
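Steps: dispense CXXC domain solution (7 uM) → pin compounds or unlabeled HOX-A9 DNA control → 5 min ambient → add FLSN-HOX-A9 solution (50 nM) → spin → 30 min ambient → fluorescence polarization. Tris pH 7.5/NaCl/DTT/BSA buffer.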
FLuc counter: inhibits or activates purified firefly luciferase, miR-21 counter-screen | P08659 | purified FLuc, Km substrates, luminescence inhibition | Potency, µM (top dose mostly 57.5 µM), inactives show top-dose activity change, negative = inhibition, most hits filed as inhibitors | actives 6.9% (n = 360,000);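 further: plate controls were vehicle for no effect and reference inhibitor for full effect; nearly all actives have a fitted effect of over 55% in size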
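Purified P. pyralis luciferase (10nM final) with 10uM D-luciferin and 10uM ATP (Km levels) in 50mM Tris acetate pH 7.5, 10mM Mg acetate, 0.01% Tween-20, 0.05% BSA; qHTS 6-point titration, ~60 µM downward; luminescence read.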
MBNL1-CUG inh: blocks human MBNL1 binding to CUG repeat RNA; Q9NR56; TR-FRET MBNL1-His/biotin-(CUG)12 binding, 665/545 ratio; Potency, µM (doses to about 57.5 µM), without a hit: at the top dose activity change, negative = inhibition, actives largely listed as inhibitors; actives 0.036% (n = 280,000); AID 2675; active means well fitted inhibition curve with a large enough effect in the signal ratio, with a control signal flat, not every such curve was filed as active; inconclusive means small, poorly fitted or top-dose-only effect, or effect the other way, or a change in a side signal; inactive means no such curve, though single readings can be large or run the other way; the % refers to the signal ratio; further: on the % scale 0 is the no-effect control and ±100 the full control effect
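Ratiometric TR-FRET (665 over 545 nm, excitation 340 nm) tracks disruption of MBNL1-His/biotin-(CUG)12 complex after 60 min at room temperature, with compounds at 92 nM to 58 uM final.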
BRCA1 expr up: increases BRCA1 expression; Potency, µM (doses to about 46.1 µM), inactives show top-dose activation, actives largely listed as activators; actives 1.1% (n = 380,000); MCF7-BRCA1-FFLuc reporter, luminescence, 48 h; response scale: scaled: vehicle 0%, 10 µM genistein 100%; AID 624202; further: nearly all actives have a fitted effect of over 80% in size; some results filed as inactive show a strong effect at the top dose
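First, MCF7-BRCA1-FFLuc cells (2000/well) attach for 2 h; next, compounds are pin-added and incubated 48 h at 37 °C; finally, luciferase reagent is added and luminescence read after 15 min.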
NPC1 promoter act: activates the NPC1 promoter | Huh7 NPC1 promoter luciferase reporter, 24 h | Potency, µM (series often up to 9.22 µM), for the others: top-dose activation, usual class: activators | actives 2.4% (n = 320,000) | AID 485313;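 further: % of control where 0% means no effect; nearly all actives have a fitted effect of over 60% in size; reporter is driven by a mutant NPC1 promoter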
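Cells: Huh7 expressing luciferase under the NPC1 promoter, 1500/well. Seeded 2 h, compound added, incubated 24 h at 37 °C. Luciferase reagent, 10 min ambient, then luminescence.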
Active calls of the source: *; u = inconclusive; x = no result given; & = joins results of further samples; [ ] = another dose, or the depositor's remark. Unless noted, the call rests on the fitted dose curve; in most records, active means well fitted curve in the direction sought with a large enough effect; inconclusive means small, poorly fitted or top-dose-only effect, or another doubt; inactive means no such curve, though single readings can be large; an effect the other way counts as inactive or inconclusive. Potency means the concentration at half of the fitted maximal effect. An excerpt; count on the stated rates, not on these rows.

SMILES	uPA generation	ELG1 genotoxic	RORg inh	Rab9 promoter act	Gal4-VP16 FLuc	p53 reactivator	CXXC DNA block	FLuc counter	MBNL1-CUG inh	BRCA1 expr up	NPC1 promoter act
O=C(O)COCC(=O)Nc1ccc(Oc2ncnc3cc(Cl)ccc23)nc1	3%	1%	-2%	1%	3%	9%	-11%	-12%	-4%	9%	1%
CC(=O)N1c2ccc(S(=O)(=O)NCCc3ccccc3)cc2CC1C (configuration not stated)	4%	-3%[9.26 µM]	23%	-7%	u	0%	-19%	1%	1%	-78%	-8%
Nc1nnc(CSCc2ccccc2)s1	3%	-2%	14%	-1%	7%	7%	0%	0%	-2%	-4%	2%
Cc1nc2ccc(NC(=S)N3CCN(c4ccccn4)CC3)cc2nc1C	0%	0%	28%	-2%	4%	-12%	7%	1%	u	-15%	-3%
COC(=O)CSc1nnc(CNC(=O)c2ccco2)n1-c1ccc(F)cc1	10%	-3%	4%	10%	-2%	-8%	-28%	4%	-2%	2%	-2%
CCC(Oc1ccccc1)C(=O)Nc1ccc(S(=O)(=O)Nc2cc(C)on2)cc1 (configuration not stated)	-3%	0%	-12%	-5%	3%	9%	39%[activator]	2%	-2%	-11%	0%
COc1ccc(CCN(CC(=O)NC(C)(C)C)C(=O)Cn2nnc(-c3ccc(C)o3)n2)cc1OC	3%	3%	3%	-5%	0%	-1%	-8%	5%	-1%	0%	-5%
CC1CC(C)CN(CCCNC(=O)CCNC(=O)Cn2cnc3ccccc3c2=O)C1 (configuration not stated)	2%	-9%	0%	5%	-8%	16%	-2%	3%	-2%	-16%	-4%
CC1CCCC(C)N1CC(C)(C)NS(=O)(=O)c1ccc(Cl)cc1 (configuration not stated)	1%	0%	-29%	-5%	9%	-5%	u	0%	-2%	4%[1.84 µM]	-5%
O=C1CCCc2nc3c(cc21)C(O)Oc1c-3ccc2ccccc12 (configuration not stated)	4%	u	u	1.1µM*	u	14%	3%	-11%	x	87%	3.2µM*
Cc1occc1C(=O)NC(C)C1CCCO1 (configuration not stated)	x	-1%	-28%	-1%	0%	-2%	-11%	-1%	4%	8%	-1%
C/C(=N\OCc1ccccc1)c1c(O)cc(C(C)C)n(-c2ccccc2)c1=O	2%	-1%	8%	-5%	-5%	-7%	-4%	-4%	5%[11.5 µM]	-12%	-1%
O=C1CC2(CCN(C(=O)C(=O)c3c[nH]c4ccccc34)CC2)Oc2ccccc21	8%	-5%	u	-5%	u	4%	-1%	0%	4%	-21%	4%
COc1ccccc1C1CC(=O)Oc2cc(C)c(Cl)cc21 (configuration not stated)	8%	4%	9%	x	-15%	6%	x	x	x	0%	x
Cc1ccc(CN2CCN(CCCn3cccn3)CC2CCO)cc1 (configuration not stated)	0%	2%	-17%	-11%	-3%	3%	-6%	0%	-1%	2%	-8%
COc1ccc(C(=O)CC(=O)C(=O)Nc2cccc(F)c2)cc1	-6%	-10%	7.1µM*	0%	7.1µM*	1%	19%	-6%	10%	40%	-1%
Cc1ccc(C=Nc2cccnc2N)cc1	u	-2%	10%	2%	u	u	5%	6.7µM*	u	-24%	-3%
CCCN1CCN(CCCNC(=O)CN2C(=O)C(CC)Oc3ccccc32)CC1 (configuration not stated)	-2%	2%	-13%	9%	1%	2%	6%	1%	2%	-2%	-2%
CC(=O)N1CCSc2ccc(S(=O)(=O)NCCc3ccc(C)cc3)cc21	-1%	-5%	41%	-6%	u	-7%	3%	1%	1%	-16%	-7%
C/C(=N/NC(=O)c1sc(NS(=O)(=O)c2ccccc2)nc1C)c1ccccc1	13%	1%	u	-1%	-14%	-1%	-13%	u	-18%	0%	-3%
CCc1ccc(NC(=O)CC2C(=O)NCCN2C(=O)c2ccccc2OC)cc1 (configuration not stated)	12%	1%	-30%	2%	-2%	-13%	0%	0%&-7%	-3%	-21%&3%	0%
Cc1noc(C)c1S(=O)(=O)N1CCN(c2ccc([N+](=O)[O-])cc2)CC1	3%	0%	3%	0%	-4%	-8%	-9%	-3%	u	-5%	10%
Cc1cccc(CCNC(=O)CN(C)S(=O)(=O)c2ccc3c(c2)c(=O)n(C)c(=O)n3C)c1	u	-4%	-26%	0%	-4%	-2%	0%	1%	u	-1%	-1%
COc1ccc(CC(=O)OCC(=O)c2c(N)n(C)c(=O)n(C)c2=O)cc1OC	-4%	0%	x	-11%	x	-6%	x	x	x	-20%	1%
Cc1nc(-c2ccccc2)sc1C(=O)CSc1ccc(Cl)cc1	-3%	1%	-12%	4%	-10%	5%	-2%	-12%	8%	-32%	1%
COc1ccc(NC(=O)CSc2nc3c(cc2C#N)CN(C)CC3)cc1	-5%	x	1%	x	22%	x	15%	-10%	u	10%	x
CC(C)c1cc(C(=O)N2CCCC(Nc3ccc(F)cc3)C2)nc(N)n1 (configuration not stated)	-5%	0%	-4%	10%	4%	6%	16%	1%	-1%	-18%	-5%
O=C(Nc1ccccc1)C1CCCN(S(=O)(=O)c2ccc(-n3cnnn3)cc2)C1 (configuration not stated)	5%	-5%	12%	1%	2%	-5%	23%	3%	0%	0%[1.84 µM]	-2%
Cc1onc(-c2ccccc2)c1C(=O)Nc1sc2c(c1C(N)=O)CCC2	0%	-2%	38%	4%	1%	-1%	-3%	-16%	7%	-11%	-2%
CC1CC(C)CN(S(=O)(=O)c2ccc(C(=O)N3CCCC3)cc2)C1 (configuration not stated)	7%	-5%	-9%	2%	5%	-6%	-4%	0%	-4%	-2%	2%
Cc1ccccc1CS(=O)(=O)Cc1ccc(C(=O)NCCc2ccccc2)o1	4%	-1%[9.26 µM]	32%	4%	-5%	7%	-3%	-10%&0%	-4%	15%&9%	1%
N#CC1(NC(=O)CN2CCN(S(=O)(=O)c3ccccc3F)CC2)CCCC1	1%	0%	8%	-13%	1%	2%	-3%	-3%	-12%	16%	0%
COc1cccc(/C=C/c2ccncc2)c1OC	-15%	6%	-23%	-6%	-1%	u	6%	u	14%	3%	5%
Cc1ccc(C)c(N(CC(=O)NC2CCCC2)C(=O)CCC(=O)Nc2nccs2)c1	-1%	-1%	18%	-2%	-25%	-5%	-13%	2%	6%	-17%	2%
COC(=O)C1=C(C)NC(C)=C(C(=O)OC)C1/C=C/c1ccccc1	-10%	16µM*	-28%	-1%	3%	-13%	-3%	1%	-7%	-31%	-2%
COc1ccc(/C(N)=N/OC(=O)Cc2ccc(OC)c(OC)c2)cc1	-9%	-6%	-43%	-6%	u	-5%	-21%	-12%	-12%	-49%	6%
CCc1ccc(OCC(=O)OC(C)C(=O)Nc2ccc(Cl)cn2)cc1 (configuration not stated)	-2%	0%	x	-4%	x	-2%	x	-2%	x	1%	-3%
Cn1c(SCC(=O)NCC2CCCO2)nnc1-c1ccco1 (configuration not stated)	6%	-1%	x	-9%	x	12%	x	-1%	x	2%	0%
O=C(NCC(=O)N1CCN(C(=O)c2ccccc2)CC1)c1ccc(Cl)cc1Cl	13%	-8%	x	0%	x	-3%	x	-1%	x	-2%	-5%
COc1ccc(OC)c(NC(=O)CNC(=O)Cn2ccc3ccccc3c2=O)c1	-4%	-2%	1%	-8%	7%	-2%	-2%	-1%	6%	-3%	0%
COC(=O)C(OC(=O)c1ccccc1)C(C)Br (configuration not stated)	7%	-2%	x	-10%	x	-5%	x	1%	x	12%	3%
Cc1nc2ccccc2c(=O)n1/N=C/c1ccco1	4%	3%	-10%	-5%	13%	5%	-20%	-4%	7%	9%	11%
COc1ccc(NC(=O)CN(C)CC(=O)Nc2ccccc2SC)cc1	7%	1%	-1%	-9%	23%	x	5%	-1%	3%	11%	3%
O=C(CSCc1ccc(F)cc1)NC1CCCC1	-8%	u	-8%	-3%	u	u	-2%	-9%	1%	79%	9%
CC1=CC(C)(C)Nc2ccc(OC(=O)CN3C(=O)C4CCCCC4C3=O)cc21 (configuration not stated)	1%	10%	4.5µM*	4%	7.9µM*	-19%	-5%	-12%	-1%	-66%	1%
Cc1ccc2nc(Cl)c(C#N)cc2c1	3%	0%	-2%	0%	26%	4%	0%	u	16%	0%	0%
CCn1nnc(NC(=O)c2ccc(-c3ccc(Cl)cc3)o2)n1	4%	u	u	20%	-14%	11%	8%	17µM*	33%[activator]	0%	19%
